# NCI-60 one-dose screen, 48 h, at 10 µM unless noted. Numbers give growth in % (100 = growth as untreated, 0 = no growth, -100 = all killed).
# MDA-MB-231: MDA-MB-231 breast cancer; 5% of 81,000 active; AID 1794789
# LOX IMVI: LOX IMVI melanoma. 7.4% of 79,000 active
# MDA-MB-468: MDA-MB-468 breast cancer | 8.5% of 78,000 active
# K-562: K-562 leukemia | 7.4% of 78,000 active
# BT-549: BT-549 breast cancer | AID 1794793 | 4.4% of 78,000 active
# MCF7: MCF7 breast cancer | 6.3% of 82,000 active
# T-47D: T-47D breast cancer; AID 1794792; 5% of 79,000 active
# HS 578T: HS 578T breast cancer. 4.1% of 78,000 active
# An asterisk follows results filed as active; . = not tested or not shown; & = joins results of further samples. How the source made its calls: active means growth percent below 10; inactive means the rest.
# The line under a structure holds: MDA-MB-231	LOX IMVI	MDA-MB-468	K-562	BT-549	MCF7	T-47D	HS 578T
O=C(CN1C(=O)S/C(=C\c2cc(Cl)ccc2Cl)C1=O)Nc1ncc(Cc2ccc(Cl)cc2)s1
→ 93	98	113	90	105	96	105	102
O=C(CCCCCCC(=O)Nc1ccc(C(=O)/C=C/c2cn(-c3ccccc3)nc2-c2ccc(Br)cc2)cc1)NNc1ccccc1
→ 82	88	91	103	98	93	91	107
C=CCNS(=O)(=O)Cc1cc(-c2ccc(C)cc2)no1
→ 103	99	103	104	113	96	95	97
C/C(=C1/C(=O)Nc2ccccc21)c1ccc(NS(=O)(=O)c2ccccc2)cc1
→ 63	85	91	42	.	80	72	100
O=C(O)CSCSCC(=O)O
→ 107	97	91	98	101	100	95	114
Cn1c(=O)c2[nH]c(C(O)C(O)C(O)C(O)CO)nc2n(C)c1=O (stereo not drawn)
→ 101	102	118	95	108	98	91	107
COc1cc(C(=O)C(=O)c2ccc(O)c(OC)c2)ccc1O
→ 102	95	.	119	102	92	100	106
CCOC(=O)c1cnc2c(OC)ccc(OC)c2c1Cl
→ 128	91	113	116	.	108	116	.
O=S(=O)(OCCOS(=O)(=O)c1ccc(F)cc1)c1ccc(F)cc1
→ 71	90	71	116	77	76	48	103
CC(=O)c1cccc(OC(=O)Oc2cccc(C(C)=O)c2)c1
→ 114	98	109	91	95	98	92	102
N#Cc1ccc(-c2ccc(OCCCCN3CCCCCC3)cc2)cc1
→ 84	84	74	66	77	82	73	84
COc1cc2nc(Cc3ccc(C)cc3)[nH]c(=O)c2cc1OC
→ 99	105	99	94	229	104	107	100
O=C(OCCn1c(=S)sc2ccccc21)c1ccccc1
→ 103	101	95	81	90	93	102	108
O=C1CCSC(=S)N1c1ccc(Cl)cc1
→ 104	92	98	91	103	89	90	92
Cc1c(C)c(O)c2c(c1O)C(=O)c1ccccc1C2=O
→ 107	90	81	75	109	89	93	79

# Structural class, those above with a Cl atom
# The line under a structure holds: MDA-MB-231	LOX IMVI	MDA-MB-468	K-562	BT-549	MCF7	T-47D	HS 578T
O=C(CN1C(=O)S/C(=C\c2cc(Cl)ccc2Cl)C1=O)Nc1ncc(Cc2ccc(Cl)cc2)s1
→ 93	98	113	90	105	96	105	102
CCOC(=O)c1cnc2c(OC)ccc(OC)c2c1Cl
→ 128	91	113	116	.	108	116	.
O=C1CCSC(=S)N1c1ccc(Cl)cc1
→ 104	92	98	91	103	89	90	92

# Other records follow.
# The line under a structure holds: MDA-MB-231	LOX IMVI	MDA-MB-468	K-562	BT-549	MCF7	T-47D	HS 578T
CC(C)(C)CC(C)(C)[N+](=O)[O-]
→ 111	98	90	96	104	85	93	93
N#C/C(=C/c1cc([N+](=O)[O-])c(O)c([N+](=O)[O-])c1)C(N)=O
→ 108	96	101	96	105	98	92	101
Cc1nn(C(N)=O)c(C)c1N=Nc1ccc2oc(=O)ccc2c1
→ 85	76	77	87	83	87	96	85
CC1=C(C)C(=O)C(N2CCN(c3ccccc3C)CC2)=CC1=O
→ 77	71	73	84	95	84	87	103
Cc1cn(C2CC(O)C(CO)O2)c(=O)n(C)c1=O (stereo not drawn)
→ 110	102	96	126	118	88	94	103
CC(O)(CC(=O)CC(=O)c1ccccc1)c1ccccc1 (stereo not drawn)
→ 88&97	82&110	101&95	91	96&93	123&108	109&108	102&102
CN1C(=O)c2ccccc2S1(=O)=O
→ 113	100	107	108	117	107	103	123
CC(=O)C1CCC2C3CCC4=CC(=O)CCC4(C)C3C(O)CC12C (stereo not drawn)
→ 91	102	97	100	108	99	100	112
CC(=O)Nc1nc2c(s1)C1=CC[C@H]3[C@@H]4CC[C@H](C(C)=O)[C@@]4(C)CC[C@@H]3[C@@]1(C)CC2
→ 58	60	70	8.0*	62	21	68	34
CNC1(C(=O)O)CCCCC1
→ 99	96	97	106	104	100	93	103
Cc1ccc(S(=O)(=O)c2ccc3[nH]c(=O)nc(N)c3c2)cc1
→ 101	104	106	95	95	93	101	115
CN1C(=O)N(c2ccccc2)C2C1NN=c1s/c(=C\c3ccc(Br)cc3)c(=O)n12 (stereo not drawn)
→ 100	99	105	89	107	97	96	100
O=c1ccc(-c2ccccc2)nn1Cc1nnc(NC2CCCCC2)s1
→ 82	89	88	40	87	70	69	79
O=c1[nH]c(=O)n(C2CC(O)C(CO)O2)cc1I (stereo not drawn)
→ 111	82	112	82	98	38	77	96
C=CCn1c(SCC(=O)Nc2ccc(C(=O)/C=C/c3ccc(OC)cc3)cc2)nnc1-c1cc(-c2ccc(Cl)cc2)nc2ccccc12
→ 81	88	95	85	97	67	80	100

# Reprinted from the part before: 2 entries; new compounds follow.
# The line under a structure holds: MDA-MB-231	LOX IMVI	MDA-MB-468	K-562	BT-549	MCF7	T-47D	HS 578T
O=c1[nH]c(=O)n(C2CC(O)C(CO)O2)cc1I (stereo not drawn)
→ 111	82	112	82	98	38	77	96
C=CCn1c(SCC(=O)Nc2ccc(C(=O)/C=C/c3ccc(OC)cc3)cc2)nnc1-c1cc(-c2ccc(Cl)cc2)nc2ccccc12
→ 81	88	95	85	97	67	80	100
C[C@@H]1O[C@H](/C=C/c2ccccc2F)[C@@H](O)[C@H]1O
→ 98	98	109	99	100	108	102	102
O=C(CCCCCCN1CC(=O)N2[C@@H](C3CC3)c3[nH]c4ccccc4c3C[C@H]2C1=O)NO
→ 84	33	65	22	104	40	66	62
CC[N+](C)(C)c1ccccc1
→ 112	94	104	94	104	105	93	115
O=C(C(/C=N/C(=S)NCc1ccccc1)=C(/O)c1ccccc1)c1ccccc1
→ 112	94	97	98	97	69	94	106
Nc1ncnc2sc(-c3cccs3)c(-c3ccccc3)c12
→ 79	78	71	89	88	80	87	82
CCN(CC)CCNc1ccc(C)c2sc3cc(Cl)ccc3c(=O)c12
→ -16*	-85*	14	-51*	.	20	33	43
Nc1nc2c(s1)C[C@@H](NC(=S)Nc1ccc(Cl)cc1Cl)CC2
→ 87	94	92	93	90	.	85	90
O=C(O)CCc1nc2c(=O)[nH]c(SCC(=O)Nc3cccc(F)c3)nc2[nH]c1=O
→ 105	98	98	106	101	90	93	98
CO[C@H]1CC[C@H](C)[C@@H]([C@@H](C)[C@@H](O)[C@@H](C)[C@@H](O)[C@@H](C)COC(=O)c2ccc(Br)cc2)O1
→ 118	98	101	106	104	94	102	99
COc1cc(NC(=O)CN2CCN(c3cc(=O)[nH]c4ccc(F)cc34)CC2)cc(OC)c1OC
→ 83	96	90	91	96	87	80	95
COc1cccc(-c2cn3cc(Cl)sc3n2)c1
→ 109	102	.	90	110	87	93	110
COC(=O)[C@H]1[C@H]2C[C@@H]3c4[nH]c5cc(OC)ccc5c4CCN3C[C@H]2C[C@@H](OC(=O)c2cc(OC)c(OC)c(OC)c2)[C@@H]1OC
→ 77	89	49	91	96	66	27	89
O=C(O)c1cc(S(=O)(=O)O)ccc1O
→ 113	95	100	102	133	111	113	145
C=CCc1c(C)ccc(C)c1OC
→ 96	98	93	97	104	92	.	115
Cc1cccc(OCC2CO2)c1 (stereo not drawn)
→ 118	102	87	96	79	95	93	103
C#CCOc1ccccc1C(=O)c1cc(-c2ccccc2)c(=O)n(CC#C)c1
→ 96	108	78	75	84	93	65	98
CCC(C)NCC(O)(c1ccc(Cl)cc1)c1ccc(Cl)cc1 (stereo not drawn)
→ 98	44	78	54	106	94	92	119
O=C(O)c1ccc(N2C(=O)/C(=C/C3=Cc4ccccc4OC3)SC2=S)cc1
→ 98	.	113	99	100	97	96	101
COC(=O)[C@]12CC[C@@H](C(=O)/C=C/c3cccnc3)[C@@H]1[C@H]1CC[C@@H]3[C@@]4(C)CCC(=O)NC(C)(C)[C@@H]4CC[C@@]3(C)[C@]1(C)CC2
→ 85	94	89	.	97	82	92	97
O=C(Nc1nc2c(C(F)(F)F)cccc2s1)c1cc(Cl)ccc1O
→ -13*	5.5*	-10*	5.1*	-13*	7.6*	-1.7*	.
Cn1c(SCc2ccccn2)nc2c1c(=O)[nH]c(=O)n2C
→ 110	101	.	103	131	100	106	108
CCN(CC)CCSC1OC(=O)c2ccccc21 (stereo not drawn)
→ 102	94	90	98	91	90	85	104
Nc1ccn(C2OC(CO)C(O)C2F)c(=O)n1 (stereo not drawn)
→ 89	80	96	84	94	47	94	91
CN(C)S(=O)(=O)Oc1ccc(NC(=O)C2CCCCC2)cc1
→ 100	100	93	93	100	110	97	105
COc1ccccc1CNC(=O)CCn1c(=O)[nH]c2ccccc2c1=O
→ 95	97	94	99	92	94	95	104
C=C1C(=O)O[C@H]2[C@H]1CC/C(COC(=O)c1cnccn1)=C\CC[C@@]1(C)O[C@@H]21
→ 71	74	40	30	83	20	60	83
CCOC(=O)c1ccc2n1CCCc1cnc(Nc3ccccc3)nc1-2
→ 93	92	84	58	89	86	.	102
Cc1ccc(NC(=O)c2nc(S(C)=O)oc2-c2ccc(F)cc2)cc1Nc1nccc(-c2cccnc2)n1 (stereo not drawn)
→ 39	-72*	11	-17*	27	51	40	82
N#Cc1ccc(/C=N/N=C2\C(=O)Nc3ccc(F)cc32)cc1
→ 101	106	95	103	105	85	96	112
O=C(Cn1nnc(N2CCOCC2)n1)N/N=C/c1ccccc1Cl
→ 110	99	104	108	105	105	117	101
CC(=O)Oc1cccc(C)c1[N+](=O)[O-]
→ 98	96	104	97	100	98	92	102
CCC1CCCC(=O)C1 (stereo not drawn)
→ 101	93	101	108	100	96	122	104
COc1cc(-c2cc(-c3nc4ccc(Cl)cc4[nH]3)[nH]n2)cc(OC)c1OC
→ 81	34	36	43	22	47	0.2*	84
O=C(CCCCCCC(=O)Nc1ccc(C(=O)/C=C/c2cn(-c3ccccc3)nc2-c2ccc([N+](=O)[O-])cc2)cc1)NNc1ccccc1
→ 82	94	104	108	95	96	93	101
O=C(O)c1ccc(-n2cc(CNc3ccc(F)cc3)c(-c3cc(C(F)(F)F)cc(C(F)(F)F)c3)n2)cc1
→ 95	79	93	56	85	75	45	65
Cc1ccc(OCC(=O)O)c(O)c1 (tested in a mixture with another compound)
→ 101	95	112	94	105	99	104	.
CCCC(C)(CC)C(=O)OCC1CSC(=S)S1 (stereo not drawn)
→ 112	106	117	.	130	109	98	108
O=C(/C=C/c1ccccc1)Nc1ncccc1OCc1cn(Cc2cccc(Cl)c2)nn1
→ 86	68	110	74	.	96	82	102
O=C(Nc1ccc(OS(=O)(=O)c2ccc(F)cc2)cc1)C1CCCC1
→ 98	94	96	89	87	90	83	108
Cc1cc(CO)c(O)c(CO)c1
→ 108	91	106	87	95	.	96	.
CC(C)(C)CC(C)(C)c1ccc(C(=O)O)cc1
→ 106	102	95	100	112	98	96	104
C=CCNc1ccc2c3c(cccc13)C(=O)N(CC=C)C2=O
→ 89	92	60	97	98	34	83	92
O=C(O)CCCCCN1C(=O)CSC1=S
→ 108	96	107	95	109	88	103	111
COc1cc(-c2nn(C(=O)NCCN3CCCCC3)cc2-c2ccncc2)ccc1Cl
→ 89	95	91	93	96	91	68	96
S=C(S)OCCSc1nnc(SCCOC(=S)S)s1
→ 95	89	92	101	109	94	102	94
COc1ccc(C)cc1N
→ 118	96	86	105	103	93	93	111
Cc1nc2ccccc2c2cc(-c3ccccc3)oc(=O)c12
→ 75	79	91	100	95	43	65	82
CC(C(=O)Nc1ccccc1C(=O)NCCN)(c1ccccc1)c1ccccc1
→ 96	92	76	82	105	92	90	101
Oc1[nH]c2cc(Cl)ccc2c1/C=c1/cc2c(c(-c3ccc(C(F)(F)F)cc3)n1)=Nc1ccccc1-2
→ 80	96	103	72	89	80	78	101
COC(=O)c1cccc2c1c(/C=C1\NC(=S)NC1=O)cn2C
→ 70	71	77	82	67	64	46	76
CCC1(c2ccc(Cl)cc2)NC(=O)NC1=O (stereo not drawn)
→ 105	102	110	102	109	101	91	99
COc1ccc(-c2csc(NC(=O)CSc3nc(-c4ccc(OC)cc4)c(C#N)c(=O)[nH]3)n2)cc1
→ 107	112	102	97	111	93	97	84
O=C(/C=C/c1ccc(Oc2ccc(Cl)cc2)cc1)c1cc2ccccc2oc1=O
→ 60	83	.	101	90	38	86	85
CCCN1CC(C(=O)OCC)C(=O)C1=O (stereo not drawn)
→ 103	95	93	107	104	99	.	111
C=C(C)[C@@H]1CC[C@]2(C)[C@H](CC=C3[C@@H]4CC(C)(C)CC[C@]4(C(=O)N4CCOCC4)CC[C@]32C)[C@@]1(C)CCCN
→ -91*	-82*	-96*	.	-85*	-71*	-88*	-63*
Clc1ccccc1C1OC1c1ccccc1Cl (stereo not drawn)
→ 102	91	92	95	111	96	102	94
CC1(C)CC(=O)C(C)(C)c2ccccc21
→ 97	84	94	113	.	94	100	96
CN1CCN(Cc2ccc(NC(=O)c3cncc(C#Cc4cnc5ccc(O[C@@H]6CCOC6)nn45)c3)cc2C(F)(F)F)CC1
→ -73*	-97*	-73*	-13*	-82*	-68*	-29*	-47*
Cc1ccc(-c2ccc(SCC(=O)Nc3ccc(C#N)cc3)nn2)cc1
→ .	62	46	59	69	60	40	65
Brc1ccc(N=Nc2ccccc2)cc1
→ 101	93	102	101	98	95	101	124

# Continued.
# The line under a structure holds: MDA-MB-231	LOX IMVI	MDA-MB-468	K-562	BT-549	MCF7	T-47D	HS 578T
COCC(C)OC(=O)c1ccccc1Cl (stereo not drawn)
→ 116	97	99	93	114	99	.	103
Cc1cc(C)c2c(=O)cc(C(=O)Nc3nonc3-c3ccc4c(c3)CCCC4)oc2c1
→ 95	94	103	92	102	96	90	95
O=C(NCO)c1ccccc1
→ 117	105	110	94	.	101	102	111
O=[N+]([O-])c1ccc(Sc2ccccc2)cc1
→ 107	103	96	117	101	92	99	94

# Quoted from the listing.
# O=[N+]([O-])c1ccc(Sc2ccccc2)cc1 | BT-549 = 101
# Cc1cc(C)c2c(=O)cc(C(=O)Nc3nonc3-c3ccc4c(c3)CCCC4)oc2c1 | BT-549 = 102

# Screening data from PubChem BioAssay.
